# FUS suppressor: qHTS for Suppressors of FUS Proteinopathy: Primary screen using FUS-linked yeast assay. S. cerevisiae FUS-expressing, growth rescue, OD600, 24 h. Potency, µM (doses to about 76.6 µM), inactives show at the highest dose growth rescue (activation), most hits filed as activators. 390,000 tested, 0.24% active. AID 1347120, 2019;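 further: potency means the concentration at half of the fitted maximal effect; plate controls were DMSO vehicle for no effect and reference control for full effect; nearly all actives have a fitted effect of over 55% in size; some results filed as inactive show a strong effect at the top dose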
#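 Steps: raffinose overnight preculture; dilution to OD 0.005 in 2% galactose minimal medium; compound addition (concentration series); 24hr at 30C, 99% humidity; absorbance read at 600 nm.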
# PI5P4K alpha inh: qHTS for Inhibitors of phosphatidylinositol 5-phosphate 4-kinase (PI5P4K); Phosphatidylinositol 5-phosphate 4-kinase type-2 alpha (Homo sapiens), P48426; PI5P4Kalpha enzyme, ADP-Glo luminescence, 60 min; hits give low values; max response, %; 330,000 tested, 1.2% active; AID 652105, 2013; active means max response of -50% or lower; inconclusive means between -30% and -50%; inactive means -30% or higher; further: value at the top dose of about 77 µM; on the % scale 0 is the no-effect control and ±100 the full control effect
#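 Single end-point luminescence (ADP-Glo) quantified ADP from PI5P4Kalpha turnover; ATP 5 microM final, 1 h at RT, 0.1% CHAPS and 0.28 mM EGTA in HEPES pH 7.4.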
# EPAC1 antagonist: qHTS for Antagonist of cAMP-regulated guanine nucleotide exchange factor 3 (EPAC1): primary screen; Potency, µM (top dose mostly 115 µM), without a hit: at the highest dose activity change, negative = inhibition, actives largely listed as inhibitors; 360,000 tested, 0.14% active; EPAC1 GEF assay, Rap1b-BODIPY-GDP exchange fluorescence; AID 720709, 2013;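 further: potency means the concentration at half of the fitted maximal effect; plate controls were vehicle for no effect and positive control for full effect; nearly all actives have a fitted effect of over 50% in size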
# WRN helicase inh: qHTS for Inhibitors of WRN Helicase. WRN helicase unwinding, fluorescent forked duplex, kinetic. Potency, µM (doses to about 114 µM), for the others: at the highest dose activity change, negative = inhibition, most hits filed as inhibitors. 360,000 tested, 0.46% active. AID 651768, 2012; further: potency means the concentration at half of the fitted maximal effect; on the % scale 0 is the no-effect control and ±100 the full control effect; nearly all actives have a fitted effect of over 55% in size
# Target sequence (Q14191 whole entry, looked up): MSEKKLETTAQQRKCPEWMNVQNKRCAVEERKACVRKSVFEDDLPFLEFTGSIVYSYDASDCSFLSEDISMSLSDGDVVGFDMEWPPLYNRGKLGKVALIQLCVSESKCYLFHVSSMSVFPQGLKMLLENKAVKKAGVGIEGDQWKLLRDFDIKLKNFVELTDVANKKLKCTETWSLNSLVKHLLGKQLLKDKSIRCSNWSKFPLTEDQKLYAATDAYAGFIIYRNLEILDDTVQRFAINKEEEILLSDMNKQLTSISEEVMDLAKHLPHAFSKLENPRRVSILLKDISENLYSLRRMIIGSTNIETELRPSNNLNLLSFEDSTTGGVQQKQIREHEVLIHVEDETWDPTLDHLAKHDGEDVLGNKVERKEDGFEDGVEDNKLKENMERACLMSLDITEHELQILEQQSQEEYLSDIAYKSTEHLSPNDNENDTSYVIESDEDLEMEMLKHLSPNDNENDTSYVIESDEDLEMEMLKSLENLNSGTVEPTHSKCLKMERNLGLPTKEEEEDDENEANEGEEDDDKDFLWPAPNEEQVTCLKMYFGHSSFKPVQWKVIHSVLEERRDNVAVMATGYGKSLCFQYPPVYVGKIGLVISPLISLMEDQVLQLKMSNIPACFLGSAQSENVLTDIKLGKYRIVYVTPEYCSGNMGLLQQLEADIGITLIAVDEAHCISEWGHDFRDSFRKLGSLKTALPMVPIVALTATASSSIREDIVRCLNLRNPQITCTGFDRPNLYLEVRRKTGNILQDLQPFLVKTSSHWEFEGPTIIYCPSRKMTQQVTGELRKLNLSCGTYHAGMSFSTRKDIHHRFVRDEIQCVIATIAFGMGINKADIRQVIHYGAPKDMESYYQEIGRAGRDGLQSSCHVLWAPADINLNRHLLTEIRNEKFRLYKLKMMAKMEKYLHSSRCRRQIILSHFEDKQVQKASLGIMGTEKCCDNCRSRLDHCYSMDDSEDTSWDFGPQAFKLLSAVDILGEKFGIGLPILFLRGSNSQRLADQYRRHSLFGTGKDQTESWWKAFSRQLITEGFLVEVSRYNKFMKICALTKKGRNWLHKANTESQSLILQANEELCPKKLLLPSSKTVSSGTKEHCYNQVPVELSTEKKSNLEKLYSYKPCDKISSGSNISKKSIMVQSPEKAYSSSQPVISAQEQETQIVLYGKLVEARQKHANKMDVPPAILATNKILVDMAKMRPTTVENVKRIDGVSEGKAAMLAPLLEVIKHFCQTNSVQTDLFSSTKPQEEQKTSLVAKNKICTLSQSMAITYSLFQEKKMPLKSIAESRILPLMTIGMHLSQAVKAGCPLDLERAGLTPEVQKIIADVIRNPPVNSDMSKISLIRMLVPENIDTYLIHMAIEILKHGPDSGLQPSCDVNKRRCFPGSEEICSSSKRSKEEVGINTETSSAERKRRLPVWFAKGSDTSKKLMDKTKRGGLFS
#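 Screening of the MLSMR collection measured strand separation of a quenched forked DNA duplex (100 nM) by 20 nM WRN with 2 mM ATP, all final. Compounds were preincubated with enzyme 15 min at room temperature.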
# Abeta rescue: qHTS for compounds that reverse cellular toxicity of Amyloid beta (A-beta) peptide in yeast: Primary Screen; yeast expressing A-beta42, growth rescue, OD600, 48 h; response scale: 0% DMSO, 100% iron-clioquinol control; Potency, µM (top dose mostly 46.1 µM), for inactives: top-dose growth rescue, actives largely listed as activators; 410,000 tested, 0.063% active; AID 1347071, 2019; further: potency means the concentration at half of the fitted maximal effect; nearly all actives have a fitted effect of over 55% in size
#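 Yeast A-beta toxicity model in growth medium with pinned compounds, 48 h at 30 C; growth read as absorbance at 600 nm. Normalized to FeCl3/clioquinol equimolar mix (positive) and DMSO (negative).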
# IL-2 act: qHTS of IL-2 Activators; IL-2 activation reporter assay, cell-based qHTS; stimulated with anti-CD3/CD4/CD28 beads; in transgenic mouse T cells; AID 652025, 2013; activation, % (series mostly up to about 46 µM); 360,000 tested, 0.065% active; in the data active means activation above about 50%; inconclusive means mostly about 30% to 49%; further: 0% is about no effect
#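 Unstimulated transgenic mouse T cells; 60-min compound exposure; bead-based TCR/CD4/CD28 stimulation; 18 h culture, 37 degrees C; dual fluorescence (EGFP, DsRed) plate cytometry.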
# EPAC1 ag: qHTS for Agonist of cAMP-regulated guanine nucleotide exchange factor 3 (EPAC1): primary screen. Rap guanine nucleotide exchange factor 3 (Homo sapiens), O95398. EPAC1 agonist qHTS, biochemical assay; response scale: 100% = response to 6.5 mM cAMP. Potency, µM (highest dose often 154 µM), inactives show at the top dose activation, most hits filed as activators. 360,000 tested, 0.073% active; further: potency means the concentration at half of the fitted maximal effect; nearly all actives have a fitted effect of over 60% in size
#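 EPAC1 100 nM, Rap1B–BODIPY-GDP 250 nM, unlabeled GDP 50 uM; compound titration; 5 min RT; kinetic read ex480/em540 at 5-min intervals ×30 min; data normalized to 6.5 mM cAMP agonist control.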
# PLK1 PBD inh: qHTS for Inhibitors of PLK1-PDB (polo-like kinase 1 - polo-box domain): Primary Screen. Potency, µM, for inactives: max response, negative = inhibition, actives largely listed as inhibitors. 360,000 tested, 2.8% active. Plk1 PBD binding of FITC phosphopeptide, fluorescence polarization. Serine/threonine-protein kinase PLK1 (Homo sapiens), P53350; further: potency means the concentration at half of the fitted maximal effect; series mostly up to about 57 µM; on the % scale 0 is the no-effect control and ±100 the full control effect; nearly all actives have a fitted effect of over 65% in size
# The depositor's hits bear a star; ? = inconclusive; / = not tested or not shown; & = joins results of further samples; [ ] = remark or other dose. Unless noted, the call rests on the fitted dose curve; in most records, active means well fitted curve in the direction sought with a large enough effect; inconclusive means small, poorly fitted or top-dose-only effect, or another doubt; inactive means no such curve, though single readings can be large; an effect the other way counts as inactive or inconclusive.
SMILES,FUS suppressor,PI5P4K alpha inh,EPAC1 antagonist,WRN helicase inh,Abeta rescue,IL-2 act,EPAC1 ag,PLK1 PBD inh
CC(=O)N/C(=N/c1nc(C)cc(C)n1)Nc1ccc(F)cc1F,-3.1%,-13.1,1.1%,4.4%,-12.4%,0.0,-2.5%,2.1%
Cc1ccc(S(=O)(=O)N[C@H](C(=O)OCC(=O)N2N=C(c3ccc(Cl)cc3)CC2c2ccco2)C(C)C)cc1 (stereo partly drawn),14.9%,-5.6,-22.1%,-20.2%,-1.9%,-0.6,5.1%,-5.3%
O=S(=O)(c1cccnc1)N1CCn2cccc2C1c1ccccc1F (stereo not drawn),8.9%,3.7,5.9%,-5.0%,?,-0.3,8.3%,-9.1%
COc1cc(C(=O)N2CCC2(C)C(=O)NC(C)C)cc(OC)c1OC (stereo not drawn),-27.3%,-2.4,-18.4%,-1.7%,-8.6%,-0.5,5.9%,1.8%
COc1cccc(N/C=C/C(=O)c2ccc(OC)c(OC)c2)c1,14.3%,2.0,-23.0%,1.1%,-80.1%[inhibitor],-0.7,-6.5%,-10.0%
C=CCn1c(SCC(=O)c2ccc(OC)cc2)nnc1-c1cc2cccc(OC)c2o1,24.1%,5.9,-1.3%,-2.2%,8.2%,1.8,3.8%,?
O=C(Nc1ccccc1N1CCN(C(=O)c2ccccc2)CC1)c1ccco1,-10.1%,-0.9,-4.6%,-10.7%[57.1 µM],16.7%,0.3,8.9%,-1.1%
c1coc(CNCC2OCCc3ccccc32)c1 (stereo not drawn),4.3%,/,5.1%,-0.7%,1.8%,-2.4,-1.3%,-0.5%
Cc1ccc(CSc2nc3[nH]ncc3c(=O)[nH]2)cc1,-10.3%,-19.8,15.6%,-2.5%,-22.8%,-2.9,-9.9%,-16.2%
CCc1nnc(NC(=O)CCC(=O)NC2CCCCC2)s1,-17.8%,1.2,5.9%,7.4%,-6.9%,-0.5,2.8%,-7.2%
COc1cc2cnc(-c3ccccc3)c(-c3ccc(C(F)(F)F)cc3)c2cc1OC,?,7.6,-27.7%,-3.0%,-8.3%,-0.9,-19.6%,-4.3%
CN(CC(=O)Nc1cccc(F)c1)CC(=O)Nc1cccc([N+](=O)[O-])c1,1.1%,-4.1,-14.1%,4.0%,0.6%,2.9,-8.5%,-6.8%
CC(C)(C)[C@H]1COC(=O)CC/C=C\C[C@@H](CC(=O)N[C@H](CO)Cc2ccccc2)C(=O)N1,-15.3%,3.1,13.8%,-0.2%,-7.1%,-4.0,-19.3%,-13.8%
C[N+](C)(CC#Cc1ccccc1)CC(=O)c1ccc(Cl)cc1,/,-3.4,-21.9%,-5.6%,3.0%,-3.4,8.6%,6.3%
O=C(O)CC(NC(=O)C12CC3CC(CC(C3)C1)C2)c1cc([N+](=O)[O-])ccc1Cl (stereo not drawn),2.5%,-13.6,-12.2%,-5.4%,4.3%,2.6,10.0%,?
Cc1ccc(C(=O)NN2C(=O)/C(=C/c3cccn3C)SC2=S)cc1,6.7%,-6.0,-7.2%,-31.6%,-11.9%,0.0,13.4%,14.4%
CCOc1cc(/C=N/Nc2nc(-c3cccc(S(=O)(=O)N4CCCC4)c3)cs2)ccc1O,/,-8.8,7.8%,?,-5.4%,-2.3,4.9%,-1.8%
CN(C)c1nc2ccc(OCCN3CCCCC3)cc2s1,19.4%,3.8,-21.1%,7.8%,8.3%,0.0,0.0%,-0.2%
COc1ccc(C)cc1Nc1nc(-c2c(C)[nH]c3ccccc23)cs1,20.4%,1.5,-11.7%,-4.3%,-9.6%,0.5,-0.2%,?
CCOC(=O)CSC1=NC(=O)/C(=C\c2ccc(Cl)cc2)S1,15.3%,?,-4.1%,?,-83.2%[inhibitor],-0.9,5.5%,0.844µM*
Cc1ccc(-c2csc(N(CCO)CCCn3c(C(F)(F)F)nc4cc(C(F)(F)F)ccc43)n2)cc1,27.5%,8.5,-23.3%,-10.3%,23.7%,0.1,-27.4%,-17.3%
S=c1[nH]nc(-c2ccncc2)n1/N=C/C=C/c1ccco1,28.2%,?,-9.7%,?,9.3%,0.4,4.3%,?
CC1CN(C(=O)COC(=O)CSc2ccc([N+](=O)[O-])cc2)CC(C)O1 (stereo not drawn),-1.1%,-19.1,-11.8%,-13.1%,-2.7%,-5.3,-5.6%,16.8µM*
O=C(/C=C/c1ccc(O)c(O)c1)O[C@@H]1C[C@](O)(C(=O)O)C[C@@H](O)[C@H]1O,-21.1%&-41.7%,-2.7&-4.4,?,-3.4%&4.1%,-22.8%&-29.8%,0.7&0.6,-4.5%&-10.5%,-5.1%&-16.6%
O=C(O)c1cccc(Oc2cccc(Cl)n2)c1,25.3%,7.5,-6.7%,-12.9%,12.4%,-1.0,4.5%,-3.7%

# An excerpt of these results, with two lines to a compound.
# Screens in order – FUS suppressor | PI5P4K alpha inh | EPAC1 antagonist | WRN helicase inh | Abeta rescue | IL-2 act | EPAC1 ag | PLK1 PBD inh
- Cc1ccc(S(=O)(=O)N[C@H](C(=O)OCC(=O)N2N=C(c3ccc(Cl)cc3)CC2c2ccco2)C(C)C)cc1 (stereo partly drawn)
→ 14.9% | -5.6 | -22.1% | -20.2% | -1.9% | -0.6 | 5.1% | -5.3%
- O=S(=O)(c1cccnc1)N1CCn2cccc2C1c1ccccc1F (stereo not drawn)
→ 8.9% | 3.7 | 5.9% | -5.0% | ? | -0.3 | 8.3% | -9.1%
- COc1cc(C(=O)N2CCC2(C)C(=O)NC(C)C)cc(OC)c1OC (stereo not drawn)
→ -27.3% | -2.4 | -18.4% | -1.7% | -8.6% | -0.5 | 5.9% | 1.8%
- COc1cccc(N/C=C/C(=O)c2ccc(OC)c(OC)c2)c1
→ 14.3% | 2.0 | -23.0% | 1.1% | -80.1%[inhibitor] | -0.7 | -6.5% | -10.0%
- C=CCn1c(SCC(=O)c2ccc(OC)cc2)nnc1-c1cc2cccc(OC)c2o1
→ 24.1% | 5.9 | -1.3% | -2.2% | 8.2% | 1.8 | 3.8% | ?
- O=C(Nc1ccccc1N1CCN(C(=O)c2ccccc2)CC1)c1ccco1
→ -10.1% | -0.9 | -4.6% | -10.7%[57.1 µM] | 16.7% | 0.3 | 8.9% | -1.1%
- c1coc(CNCC2OCCc3ccccc32)c1 (stereo not drawn)
→ 4.3% | / | 5.1% | -0.7% | 1.8% | -2.4 | -1.3% | -0.5%
- Cc1ccc(CSc2nc3[nH]ncc3c(=O)[nH]2)cc1
→ -10.3% | -19.8 | 15.6% | -2.5% | -22.8% | -2.9 | -9.9% | -16.2%
- CCc1nnc(NC(=O)CCC(=O)NC2CCCCC2)s1
→ -17.8% | 1.2 | 5.9% | 7.4% | -6.9% | -0.5 | 2.8% | -7.2%

# (further entries)
SMILES,FUS suppressor,PI5P4K alpha inh,EPAC1 antagonist,WRN helicase inh,Abeta rescue,IL-2 act,EPAC1 ag,PLK1 PBD inh
Cn1cc(CCCC(=O)NCc2ccccc2)c2ccccc21,10.2%,0.6,-17.3%,0.7%,33.1%,1.4,3.5%,-12.9%
Nc1cc(N)nc(SCCN2CCCCC2)n1,5.5%,6.7,-5.9%,-8.1%,6.2%,-0.7,0.4%,-6.7%
COc1cc(NC(=O)c2ccc(NC3=NC4CS(=O)(=O)CC4S3)cc2)cc(OC)c1OC (stereo not drawn),7.8%,2.1,14.8%,7.8%,-8.0%,-2.2,-5.9%,-3.6%
C/C(=N\N=C\c1ccccc1F)c1nnn(-c2nonc2N)c1C,/,3.8,-8.3%,-0.3%,-11.9%,-0.9,-4.6%,-8.6%
COc1ccc(CCN2C(=O)CC(NCCc3ccc(S(N)(=O)=O)cc3)C2=O)cc1OC (stereo not drawn),20.3%,/,-0.1%,4.8%,-20.2%,-1.8,0.3%,-4.0%
CCCCCn1c(CN2CCN(CCO)CC2)nc2c1c(=O)n(C)c(=O)n2C,-4.8%,2.1,?,-0.3%,-2.9%,-2.7,-12.4%,-2.9%
O=C(CNC(=O)c1cccs1)c1ccc(F)cc1,12.2%,/,-3.1%,0.8%,2.0%,-3.1,-0.8%,-1.2%
O=C(CCCC(=O)NC1CCCCC1)Nc1ccc([N+](=O)[O-])cc1,8.6%,-1.3,-21.7%,3.4%,-16.5%,0.1,3.6%,-15.2%
CCOc1ccc(C(=O)N2CCN(c3cccc(Cl)c3)CC2)cc1,39.1%,4.0,-8.7%,-5.3%,-9.2%,0.9,-1.2%,-15.0%
Cc1cc(-c2n[nH]c(=S)n2-c2ccccc2C)cs1,-8.9%,4.3,-9.5%,-4.2%,?,4.2,2.4%,-1.9%
Oc1ccc(Cl)c(CN2CCN(c3ncc(Cc4ccccc4)cn3)CC2)c1,11.4%,4.6,3.0%,-17.4%,2.1%,-0.7,5.4%,-1.4%
O=C(CCC(=O)c1cccs1)c1cccs1,13.8%,/,15.9%,-4.7%,5.5%,-2.6,-5.3%,1.6%
Cc1[nH]nc(Nc2ccc(Br)cc2)c1[N+](=O)[O-],-18.0%,5.6,-9.2%,-2.3%,-41.4%[inhibitor],-0.4,1.7%,3.5%
Cc1cc(N)n2nc(-c3ccccc3)cc2n1,/,-21.7,-7.4%,-8.5%,-31.5%,-1.6,-13.3%,2.0%
O=C(C1=C[C@@H](c2csc3ccccc23)C[C@@H](OCCCCO)O1)N1CCN(Cc2ccc3c(c2)OCO3)CC1,18.2%,2.7,-11.2%,-7.5%,6.7%,0.7,15.3%,3.5%
COc1ccccc1CN(Cc1cc2cc(C)cc(C)c2[nH]c1=O)Cc1nnnn1CC1CCCO1 (stereo not drawn),40.7%,/,-11.9%,-15.0%,-21.4%,-0.4,10.8%,-2.1%
Cc1ccc(-c2cc(Cc3ccncc3)c(=O)[nH]n2)cc1,-10.7%,-5.0,-5.0%,3.0%,-12.8%,-0.2,0.3%,0.4%
O=C(NNC(=O)c1cccc2ccccc12)c1ccccc1O,23.7%,2.6,-14.2%,-0.6%,-0.9%,-3.3,-7.1%,-25.1%
COc1cccc(-n2c(SCC(=O)Nc3cc(C)on3)nc3ccccc3c2=O)c1,53.3%,/,-2.8%,9.2%,0.0%,-1.4,6.2%,-5.7%

# High-throughput results as filed in PubChem.
